Eya2 phos inh – blocks the phosphatase activity of human Eya2. recombinant Eya2, OMFP fluorescence dephosphorylation (OMFP is methylfluorescein phosphate). Potency, µM (highest dose often 76.9 µM), inactives show at the highest dose activity, negative = inhibition, hits mostly inhibitors. 330,000 compounds, 0.006% hits; note: potency is the fitted concentration of half-maximal effect; % is set by controls: 0 for no effect and ±100 for the full control effect
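Eya2 (0.2 uM) preincubated 10 min at ambient with compound, then OMFP substrate added at 50 uM; 10 min reaction in 50 mM HEPES pH 7.5, 50 mM NaCl, 5 uM MgCl2, 0.05% BSA, 1 mM DTT. Fluorescence read at Ex 485/Em 525 nm.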
TSG101-PTAP inh – blocks PTAP/TSG101 interaction to inhibit HIV-1 budding | AID 493005 | 340,000 tested, under 10 active | Q99816 | Fluorescence polarization, FITC-PTAP peptide / Tsg101 binding | Potency, µM (titrated, usually from 115 µM), without a hit: at the top dose activity change, negative = inhibition, actives largely listed as inhibitors; active = well fitted inhibition curve with a large enough effect in the main read-out, with a control signal flat, not every such curve was filed as active; inconclusive = small, poorly fitted or top-dose-only effect, or effect the other way, or a change in a side signal; inactive = no such curve, though single readings can be large or run the other way; note: potency is the fitted concentration of half-maximal effect; % of control where 0% means no effect
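FP read-out: FITC-PTAP peptide, 50 nM final, binding Tsg101 binding domain, 10 uM final; 20 min, r.t.; 10 mM HEPES pH 7.5, 0.15 M NaCl, 0.01% Tween 20, 3 mM EDTA, 0.1 mM TCEP.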
ELG1 genotoxic – genotoxicity induction in ELG1-luciferase HEK293T cells; HEK293T ELG1-luciferase reporter, luminescence, 16 h; Potency, µM (top dose mostly 46 µM), for the others: top-dose activity change, positive = activation, actives largely listed as activators; 330,000 compounds, 1.3% hits; note: potency is the fitted concentration of half-maximal effect; % of control where 0% means no effect; nearly all actives have a fitted effect of over 60% in size
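Step 1: seed 2,000 HEK293T ELG1-luciferase cells per well. Step 2: add compound or DMSO, incubate 16 hr at 37 °C. Step 3: ONE-Glo, 30 min at room temperature, read luminescence.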
TRPV1 agonist – activates the human vanilloid receptor TRPV1. 320,000 compounds, 0.19% hits. activation, % at 8.33 µM. TRPV1-expressing cells, Fluo-8 calcium influx, agonist mode. Q8NER1; in the data active = activation above about 80%; inconclusive = between about 30% and that limit; note: 0% is about no effect
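TRPV1-expressing cells were cultured overnight at 35.5C and loaded with Fluo-8 calcium dye for 40 to 90 min at room temperature. After a 10 s baseline, compound was added and calcium influx was read kinetically for 3 min (ex 480/em 520 nm).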
p53 reactivator – restores transcriptional activity of mutant p53 | Potency, µM (doses to about 92.2 µM), without a hit: at the highest dose activity change, positive = activation, usual class: activators | AID 504706 | H1299 p53-A138V BP100-luciferase reporter, luminescence, 24 h | 320,000 compounds, 0.063% hits; note: potency is the fitted concentration of half-maximal effect; % of control where 0% means no effect; nearly all actives have a fitted effect of over 45% in size
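p53-null H1299 cells stably carrying temperature-sensitive p53-A138V and a BP100-luciferase reporter were pinned with compounds (4-point, 1:5 series) and held 24 hrs at 37 deg C. Luminescence was read 10 min after detection reagent.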
uPA surface inh – blocks generation of uPA at the cell surface; cell surface uPA generation assay, qHTS; Potency, µM (top dose mostly 38.3 µM), without a hit: at the top dose activity change, negative = inhibition, actives largely listed as inhibitors; 330,000 compounds, 0.31% hits; AID 540303; active = well fitted inhibition curve with a large enough effect; inconclusive = small, poorly fitted or top-dose-only effect; inactive = no such curve, though single readings can be large or run the other way; tested in mouse RAW 264.7 cells; note: potency is the fitted concentration of half-maximal effect; % is set by controls: 0 for no effect and ±100 for the full control effect; nearly all actives have a fitted effect of over 55% in size
Integrin act MD – integrin-mediated muscular dystrophy alleviation activation | alpha7betagal myoblasts, beta-gal FDG fluorescence, 48 h | 350,000 compounds, 0.064% hits | Potency, µM (top dose mostly 38.3 µM), inactives show at the top dose activation, most hits filed as activators;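 note: potency is the fitted concentration of half-maximal effect; 100% = response of the positive control SU9516; nearly all actives have a fitted effect of over 60% in size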
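alpha7betagal+/- myoblasts (passage 13, 250/well) treated 48 h at 37C with compounds at 1:260 dilution of DMSO stock. Lysed, then beta-galactosidase activity read as FDG fluorescence (ex 480/em 540) after 30 min, with pre-read for autofluorescence.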
S-ASM inh – inhibitors of human secretory acid sphingomyelinase. Potency, µM (doses to about 57.5 µM), without a hit: top-dose activity change, negative = inhibition, hits mostly inhibitors. placental ASM, HMU-PC fluorogenic substrate, 60 min. 340,000 compounds, 0.006% hits. P17405. AID 504937; note: potency is the fitted concentration of half-maximal effect
Target sequence (P17405 47-631 limits assumed): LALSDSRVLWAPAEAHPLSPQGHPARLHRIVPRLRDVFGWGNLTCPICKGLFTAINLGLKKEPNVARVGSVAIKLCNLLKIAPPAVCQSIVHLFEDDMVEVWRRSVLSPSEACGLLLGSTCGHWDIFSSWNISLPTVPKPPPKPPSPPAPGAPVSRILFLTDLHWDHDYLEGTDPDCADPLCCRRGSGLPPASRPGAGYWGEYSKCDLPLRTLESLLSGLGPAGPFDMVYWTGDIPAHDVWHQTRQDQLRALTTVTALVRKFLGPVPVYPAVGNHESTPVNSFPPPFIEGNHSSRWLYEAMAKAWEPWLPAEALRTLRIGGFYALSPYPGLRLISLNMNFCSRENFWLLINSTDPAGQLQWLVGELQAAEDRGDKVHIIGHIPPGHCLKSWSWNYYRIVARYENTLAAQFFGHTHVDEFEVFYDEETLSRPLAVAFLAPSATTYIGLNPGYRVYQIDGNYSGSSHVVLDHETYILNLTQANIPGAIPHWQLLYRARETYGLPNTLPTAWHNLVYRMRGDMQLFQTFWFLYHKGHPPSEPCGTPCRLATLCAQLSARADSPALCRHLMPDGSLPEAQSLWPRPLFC
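Steps: dispense placental human ASM, pin compound, wait 10 min at room temperature, add HMU-PC0 substrate at 9 uM final, incubate 60 min at 37 °C, add stop solution raising pH to 10, read fluorescence.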
B2AR arrestin – beta2AR (human) beta-arrestin recruitment activity; P07550; beta-arrestin recruitment to beta2AR, cell-based reporter; Potency, µM (doses to about 46.1 µM), for inactives: top-dose activation, hits mostly activators; 330,000 compounds, 0.02% hits;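 note: potency is the fitted concentration of half-maximal effect; 0% = DMSO controls and full agonism = EC100 isoproterenol or metaproterenol; nearly all actives have a fitted effect of over 65% in size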
Target sequence (P07550 whole entry, looked up): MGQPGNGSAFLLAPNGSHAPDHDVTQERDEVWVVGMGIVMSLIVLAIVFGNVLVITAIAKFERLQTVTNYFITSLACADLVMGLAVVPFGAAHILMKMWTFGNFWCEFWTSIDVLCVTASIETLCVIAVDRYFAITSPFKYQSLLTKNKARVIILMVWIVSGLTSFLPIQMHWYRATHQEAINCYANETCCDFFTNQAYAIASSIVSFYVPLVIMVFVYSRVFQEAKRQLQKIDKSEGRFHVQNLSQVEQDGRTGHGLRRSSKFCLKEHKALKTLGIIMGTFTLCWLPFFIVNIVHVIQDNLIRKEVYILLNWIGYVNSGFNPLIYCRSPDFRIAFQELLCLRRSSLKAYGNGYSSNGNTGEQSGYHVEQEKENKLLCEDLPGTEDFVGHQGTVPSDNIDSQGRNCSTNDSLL
BRCA1 expr up – activators of BRCA1 expression; MCF7-BRCA1-FFLuc reporter, luminescence, 48 h; response scale: scaled: vehicle 0%, 10 µM genistein 100%; 380,000 compounds, 1.1% hits; Potency, µM (highest dose often 46.1 µM), for inactives: at the highest dose activation, hits mostly activators; note: potency is the fitted concentration of half-maximal effect; nearly all actives have a fitted effect of over 80% in size; some results filed as inactive show a strong effect at the top dose
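Quantitative HTS in MCF7 cells stably reporting BRCA1 expression via firefly luciferase. Compound treatment lasts 48 h at 37 °C in phenol-red free MEM. Activation is expressed relative to genistein at 10 microM and DMSO.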
USP2a block – blocks human ubiquitin-specific protease USP2a | 330,000 compounds, 0.01% hits | USP2 core, Ub-CHOP2 coupled fluorogenic reporter, 485/531 | Potency, µM (doses to about 38.3 µM), without a hit: top-dose activity change, negative = inhibition, usual class: inhibitors | AID 463254 | O75604;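 note: potency is the fitted concentration of half-maximal effect; plate controls were DMSO wells for no effect and full inhibition by NEM control for full effect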
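USP2 core (10nM final) preincubated 30min RT with compound in 20mM Tris-HCl pH 8.0, 2mM CaCl2, 2mM beta-mercaptoethanol, 0.05% CHAPS; 25nM Ub-CHOP2 plus 25nM reporter substrate added, fluorescence (Ex485/Em531) read after 60min.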
Numbers without * were called inactive; ? = inconclusive; · = no result given; [ ] = another dose, or the depositor's remark. Unless noted, calls come from the whole dose curve; as a rule, active = well fitted curve in the direction sought with a large enough effect; inconclusive = small, poorly fitted or top-dose-only effect, or another doubt; inactive = no such curve, though single readings can be large; an effect the other way counts as inactive or inconclusive.

SMILES | Eya2 phos inh | TSG101-PTAP inh | ELG1 genotoxic | TRPV1 agonist | p53 reactivator | uPA surface inh | Integrin act MD | S-ASM inh | B2AR arrestin | BRCA1 expr up | USP2a block
COc1cc(C#N)ccc1OCC(=O)NCc1cccs1 | -6% | 2% | 11% | -5 | 17% | 5% | -13% | 2% | -0.1% | 0% | 2%
CCCc1nnc(NC(=O)CCC(=O)NC2CCCC2)s1 | 7% | -3% | 4% | -4 | 3% | ? | 12% | -2% | 0.2% | -1% | 0%
C=CCSc1nnnn1-c1ccc(OC)cc1 | 1% | -2% | 6% | 5 | 11% | · | 6% | 4% | -0.2% | 2% | 5%
CC(C)(C)NC(=O)C1N(c2cccnc2)C(=O)C2C(C(=O)Nc3ccccc3)C3(C)C=CC21O3 (stereo unspecified) | -10% | -9% | 0% | -4 | -1% | -3% | ? | -1% | -0.3% | 11% | -5%
CCNc1nc(N)nc(Oc2ccc(OCC)nn2)n1 | -1% | -2% | 13% | 2 | 0% | 9% | 59% | 6% | 0.0% | -3% | 1%
CCCC1(C(=O)O)NC(c2ccccc2O)C2C(=O)N(c3cccc(Cl)c3)C(=O)C21 (stereo unspecified) | -17% | -6% | 2% | 0 | -2% | 9% | -4% | 2% | 0.3% | 0% | 2%
CCOC(=O)c1c(NC(=O)C2CCCN2S(=O)(=O)c2cccc3nsnc23)sc(C)c1C (stereo unspecified) | · | -2% | · | · | · | 7% | ? | 0% | · | 2% | ·
CC(=O)c1cccc(NC(=O)N2CCCC2C(=O)NC2CCCC2)c1 (stereo unspecified) | -30% | 0% | 0% | -2 | 4% | 3% | -14% | -2% | 0.2% | -20% | 0%
COc1ccc(NC(=O)CSc2nnc(-c3cccnc3)n2C)cc1 | 11% | -2% | -1% | -1 | -3% | 5% | 5% | 1% | 0.6% | 11% | -2%
CC1(C)CC(=O)C(C=NCCN2CCN(C(=O)c3ccccc3)CC2)=C(O)C1 | -2% | -22% | 0% | 0 | 1% | · | -18% | 9% | 0.4% | -25% | 3%
CC(C)C(=O)Nc1cccc(COc2ccc(CN(CCc3ccccc3)C(=O)OC(C)(C)C)cc2)c1 | · | -7% | · | · | · | -12% | -7% | 1% | · | -16% | ·
Cc1ccnc(N2CCCC(C(=O)Nc3ccc(C)c(C)c3)C2)n1 (stereo unspecified) | -8% | -6% | -18% | ? | -3% | 2% | 3% | 1% | -0.3% | -14% | 0%
O=C(Nc1cccc(NC(=O)C2CC2)n1)C1CC1 | 4% | -5% | 0% | 0 | -3% | 5% | 4% | 3% | -0.6% | -14% | 3%
CC1CN(S(=O)(=O)c2cccc(C(=O)NCCc3ccc(S(N)(=O)=O)cc3)c2)CC(C)O1 (stereo unspecified) | -1% | 0% | -2% | · | 1% | 2% | -6% | 0% | 2.5% | -12% | 1%
CCCS(=O)(=O)n1nc(-c2ccccc2)cc1N | 15% | 0% | ? | 1 | 7% | -3% | 3% | -3% | 0.1% | 3% | 3%

Whole records as entered above.
Results for Cc1ccnc(N2CCCC(C(=O)Nc3ccc(C)c(C)c3)C2)n1 (stereo unspecified) = Eya2 phos inh: -8%; TSG101-PTAP inh: -6%; ELG1 genotoxic: -18%; TRPV1 agonist: ?; p53 reactivator: -3%; uPA surface inh: 2%; Integrin act MD: 3%; S-ASM inh: 1%; B2AR arrestin: -0.3%; BRCA1 expr up: -14%; USP2a block: 0%
Results for C=CCSc1nnnn1-c1ccc(OC)cc1 = Eya2 phos inh: 1%; TSG101-PTAP inh: -2%; ELG1 genotoxic: 6%; TRPV1 agonist: 5; p53 reactivator: 11%; uPA surface inh: ·; Integrin act MD: 6%; S-ASM inh: 4%; B2AR arrestin: -0.2%; BRCA1 expr up: 2%; USP2a block: 5%

The list continues.
SMILES | Eya2 phos inh | TSG101-PTAP inh | ELG1 genotoxic | TRPV1 agonist | p53 reactivator | uPA surface inh | Integrin act MD | S-ASM inh | B2AR arrestin | BRCA1 expr up | USP2a block
COC(=O)COc1ccc(Oc2nc(SC)nc(N(C)C)n2)nn1 | -1% | 1% | -2% | 2 | -7% | 5% | 2% | 0% | -0.2% | -1% | 1%
N#Cc1nc(-c2ccc(F)cc2)oc1N1CCCCC1 | -12% | -4% | 26% | -2 | 11% | -1% | -33% | 3% | 0.3% | 12% | 4%
CCCN1CCN(C(=O)CCCNC(=O)c2ccc(Cl)cc2)CC1 | 6% | -5% | 4% | 1 | -4% | -3% | 7% | -1% | 0.0% | -15% | 0%
COP(=O)(OC)c1nc(-c2ccccc2)oc1N1CCOCC1 | 0% | -1% | 0% | -2 | -6% | 1% | 32% | 2% | -0.7% | -4% | 3%
COC(=O)Nc1ccc(S(=O)(=O)N(CCO)CC(F)(F)C(F)F)cc1 | 2% | -3% | 3% | 0 | -5% | 0% | 36% | 4% | -1.8% | 3% | -9%
CCN(CC)c1nc(N(CC)CC)[nH]c(=O)n1 | · | -1% | · | · | · | 0% | 16% | 2% | · | -2% | ·
CCCCN=C1NC(=O)C(CC(=O)Nc2ccc(Cl)cc2)S1 (stereo unspecified) | -13% | -4% | -4% | 1 | -5% | 1% | -22% | -3% | 0.2% | -15% | 3%
Cc1ccc(CNC(=O)c2ccccc2CCc2ccccc2)cc1 | -21% | -1% | -4% | 20 | 3% | -3% | 23% | -4% | -0.2% | 0% | 4%
CC(=O)NCCCNS(=O)(=O)c1ccc(C)cc1 | 3% | -9% | 4% | -4 | -2% | 8% | ? | -1% | -0.6% | -6% | -1%
Cc1cccc(C)c1NC(=O)CCCSc1nnc(N)s1 | -30% | -5% | 0% | -1 | 7% | 3% | -4% | 5% | -0.1% | -5% | 1%
O=C(NC1CCS(=O)(=O)C1)/C(=C/c1ccc(Cl)cc1)NC(=O)c1ccccc1 (stereo unspecified) | 8% | -2% | 2% | -1 | -2% | 1% | 12% | 3% | 0.3% | 8% | 1%
Cc1ccc(OCCCCn2ccnc2C)c(C)c1 | -9% | 0% | -11% | 13 | -5% | -4% | -25% | 0% | -0.8% | -34% | -3%
CC(=O)c1cccc(N/C=C\c2nnnn2-c2ccc(F)cc2)c1 | -2% | -1% | 15% | 15 | 12% | -3% | 39% | 47% | 0.2% | -5% | 2%
CN(C)CCC(=O)N1c2ccccc2Sc2ccc(Cl)cc21 | 13% | -7% | -4% | -1 | 6% | -10% | ? | 1% | -0.2% | -38% | 5%
O=C(N/N=C/c1ccccc1Br)c1ccc(CSc2cccc3cccnc23)cc1 | 7% | -7% | 3% | 1 | 1% | 3% | -30% | -1% | 0.0% | 0%[1.84 µM] | 1%

Limited to Integrin act MD, for some of the entries so far:
Compound | Integrin act MD
Cc1ccc(OCCCCn2ccnc2C)c(C)c1 | -25%
CC(=O)c1cccc(N/C=C\c2nnnn2-c2ccc(F)cc2)c1 | 39%

Next section:
SMILES | Eya2 phos inh | TSG101-PTAP inh | ELG1 genotoxic | TRPV1 agonist | p53 reactivator | uPA surface inh | Integrin act MD | S-ASM inh | B2AR arrestin | BRCA1 expr up | USP2a block
Cc1ccc(NC(=O)CCn2ccc([N+](=O)[O-])n2)nc1 | 10% | -5% | -3% | 0 | 8% | -1% | -3% | 0% | -1.2% | 0% | 2%
O=C(Nc1ccc([N+](=O)[O-])cc1)Nc1nc(-c2ccc(Cl)s2)cs1 | -2% | -2% | -8% | -7 | -38%[inhibitor] | -9% | -54%[inhibitor] | 6% | -4.3% | -84% | 0%
COc1cccc(-n2c(SCC(=O)O)nnc2-c2cccnc2)c1 | 16% | -8% | 0% | -1 | 1% | 4% | 2% | 3% | 0.1% | -2% | 4%
Cc1cccc(C(=O)N2CCCC(CCC(=O)N3CCN(c4ccccn4)CC3)C2)c1 (stereo unspecified) | 3% | -1% | -15% | 1 | -3% | 2% | -9% | 1% | 0.3% | -33% | 3%
c1ccc(OCCCc2nc(-c3cccnc3)no2)cc1 | 13% | -2% | -1% | 17 | 3% | 12% | -2% | 4% | 0.0% | 9% | 1%
O=C(O)CN1CCN(C(c2ccccc2)c2ccccc2)CC1 | -6% | 1% | -1% | 1 | -2% | -6% | -18% | 6% | -0.3% | 2% | -1%
CC1CCCN(CC(=O)Nc2ccc(S(=O)(=O)N3CCCC3)cc2)C1 (stereo unspecified) | 8% | 1% | -2% | -2 | -1% | -2% | -17% | 2% | -0.9% | -19% | 0%
COc1ccc2oc(=O)c(-c3cn4ccc(C)cc4n3)cc2c1 | 0% | -6% | 21µM* | 0 | 9% | 0% | -10% | 238%[activator] | -0.4% | 37% | -6%

Screening results as filed in PubChem BioAssay.
